Screening results as filed in PubChem.
M17LAP inhibition: P. falciparum M17LAP inhibitors, primary screen, biochemical, fluorogenic H-Leu-NHMec substrate, 1536-well (AID 1619) | recombinant M17LAP, H-Leu-NHMec fluorogenic kinetic assay; higher % means a stronger effect | one-dose inhibition, % at 30 µM; IC50 in µM for titrated hits | hit rate 0.38% among 220,000 | Leucine aminopeptidase (Plasmodium falciparum (isolate 3D7));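 active means compound inhibiting the enzyme by more than half at any dose during confirmatory dose-response retesting; inconclusive means strong single-dose inhibitors picked by rank but not retested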;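 further: plate controls were full reaction with DMSO carrier for no effect and no enzyme background for full effect; strong numbers were not always called active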
SIAH1 antagonists: Siah-1 peptide-binding antagonists, primary screen, biochemical, fluorescence polarization, rhodamine-plectin, uHTS (AID 1817); E3 ubiquitin-protein ligase SIAH1 (Homo sapiens); Siah-1 / rhodamine-plectin peptide fluorescence polarization; higher % means a stronger effect; displacement, % at 20 µM, or IC50 in µM where a hit was titrated; hit rate 0.02% among 290,000;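 active means displacement of at least 50% at 20 µM, with a fluorescence ratio check between 0.3 and a set limit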;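 further: plate controls were Siah plus tracer with DMSO for no effect and tracer alone without Siah for full effect; strong numbers were not always called active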
XIAP antagonists: XIAP antagonists, biochemical, IAP family, fluorescence polarization (AID 1018). XIAP BIR domain, fluorescence polarization peptide displacement; higher % means a stronger effect. displacement, % at 20 µM, or IC50 in µM where a hit was titrated. E3 ubiquitin-protein ligase XIAP (Homo sapiens). hit rate 0.007% among 200,000; in the data active means displacement above about 50%; further: a part of the inactive calls stands beside numbers as strong as those of hits
PMI inhibitors: inhibitors of human PMI, primary screen, biochemical, fluorescence intensity, coupled assay (AID 1209); Mannose-6-phosphate isomerase (Homo sapiens); purified PMI enzyme, coupled fluorescence intensity; higher % means a stronger effect; one-dose inhibition, % at 20 µM; IC50 in µM for titrated hits; hit rate 0.42% among 190,000;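 further: plate controls were DMSO vehicle for no effect and wells lacking substrate for full effect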
TNAP activation fold: human TNAP enzyme activators, primary screen, biochemical, luminescent, no phosphate acceptor, uHTS (AID 1001); Alkaline phosphatase, tissue-nonspecific isozyme (Homo sapiens); purified TNAP, luminescent activation assay, no phosphate acceptor; higher activation fold means a stronger effect; activation fold at 20 µM, or EC50 in µM where a hit was titrated; hit rate 0.03% among 200,000; in the data active means activation fold from about 3, or a potency from the dose series; inactive means the rest, 99 in 100 with activation fold below about 1.6; further: many of its hits are not listed in these tables
Lipid droplet: inhibitors of hepatocyte lipid droplet formation, primary screen, imaging, high-throughput imaging, BODIPY stain; AML12 mouse hepatocytes, oleate lipid droplets; inhibition, % at 6.5 µM; hit rate 0.4% among 240,000; AID 1656, 2009;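 active means lipid droplet intensity inhibited by at least 50%, with more than 500 cells counted; inconclusive means wells with under 300 cells, treated as cytotoxic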
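Material: mouse AML12 hepatocyte cell line, fixed after treatment; Timing: compound with oleate, overnight; Technique: high-content imaging of BODIPY-stained droplets and DAPI nuclei; Probe or stimulus: oleate, 100 µM final; Dosing: compound at 6.5 µM only.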
PMI inhibition: human PMI inhibitors, high substrate, primary screen, biochemical, fluorescence intensity, high mannose 6-phosphate (AID 1220) | inhibition, % at 20 µM, or IC50 in µM where a hit was titrated | recombinant PMI enzyme, coupled fluorescence intensity; higher % means a stronger effect | hit rate 0.66% among 190,000 | Mannose-6-phosphate isomerase (Homo sapiens)
P. falciparum M1AAP: P. falciparum M1AAP inhibitors, biochemical, fluorogenic H-Leu-NHMec substrate, 1536-well (AID 1445); recombinant M1AAP, H-Leu-NHMec fluorogenic kinetic assay; higher % means a stronger effect; Aminopeptidase N (Plasmodium falciparum (isolate 3D7)); inhibition, % at 30 µM; hits with a dose series show IC50 in µM; hit rate 0.42% among 220,000;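 active means primary inhibition above the hit cutoff, then over 50% inhibition at one or more dose response concentrations, cut at about 23% in these data, passing the limit was not always enough; inconclusive means conflicting primary data, or primary hits not chosen for dose response; inactive means low primary inhibition, or under 50% at every dose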;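 further: plate controls were DMSO full reaction for no effect and no enzyme background for full effect; strong numbers were not always called active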
UTI89 phage lysis: inhibition of K1F phage lysis, E. coli UTI89, bacterial capsule biogenesis inhibitors, alamar blue (AID 488966); E. coli UTI89 K1F phage lysis, alamar blue, 2 h; higher % means a stronger effect; inhibition, % at 100 µM; hits with a dose series show IC50 in µM; hit rate 0.02% among 340,000;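 active means phage lysis inhibition, versus mean bacterial control, above a set limit; inconclusive means no clear call, values can overlap the other calls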;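 further: capsule biogenesis inhibitors block K1F phage lysis so surviving cells raise fluorescence; higher fluorescence means more inhibition of phage lysis; actives were called in the ten point dose series up to 300 µM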
Lipid droplet cells 6.5 µM: further read-out of Lipid droplet, marked with its call; cell count; measured here: cell count, cytotoxicity flag;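 cells counted across two imaged fields per well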
Active calls of the source: *; ? = inconclusive; nt = no result given; [ ] = another dose, or the depositor's remark. Unless noted, no stated cut-off is given here; in the data, active means inhibition above about 50%; inactive means the rest.

Sample of the layout, 3 compounds:
SMILES	M17LAP inhibition	SIAH1 antagonists	XIAP antagonists	PMI inhibitors	TNAP activation fold	Lipid droplet	Lipid droplet cells 6.5 µM	PMI inhibition	P. falciparum M1AAP	UTI89 phage lysis
CCOC(=O)c1c(C)[nH]c(N=Nc2ccccc2C)c1C	0%	4%	-3.6%	18%	0.8	68*	719*	14%	3%	0.0%
COc1ccc(Nc2ncnc3ccccc23)cc1	13%	2%	-2.1%	-6%	1.1	12	794	-10%	6%	1.5%
Cc1ccc(-c2nc(N)c3c(-c4ccc(C)cc4)nn(C(C)(C)C)c3n2)cc1	-2%	-1%	-1.1%	9%	1	11	715	8%	-5%	0.1%

The whole of this part (from the top)
SMILES	M17LAP inhibition	SIAH1 antagonists	XIAP antagonists	PMI inhibitors	TNAP activation fold	Lipid droplet	Lipid droplet cells 6.5 µM	PMI inhibition	P. falciparum M1AAP	UTI89 phage lysis
CCOC(=O)c1c(C)[nH]c(N=Nc2ccccc2C)c1C	0%	4%	-3.6%	18%	0.8	68*	719*	14%	3%	0.0%
COc1ccc(Nc2ncnc3ccccc23)cc1	13%	2%	-2.1%	-6%	1.1	12	794	-10%	6%	1.5%
Cc1ccc(-c2nc(N)c3c(-c4ccc(C)cc4)nn(C(C)(C)C)c3n2)cc1	-2%	-1%	-1.1%	9%	1	11	715	8%	-5%	0.1%
CCCCOC(=O)c1ccc(NC(=O)c2cnccn2)cc1	4%	0%	1.0%	4%	1.1	5	761	-2%	1%	-0.2%
O=C(Cn1cncn1)c1ccc(F)cc1F	23%	-4%	-3.1%	0%	1.1	-12	662	4%	12%	1.6%
CCc1nc2c(cnn2-c2ccc(Cl)cc2)c(=O)n1-c1ccc2c(c1)OCCO2	-4%	1%	-1.6%	10%	1.1	-16	726	10%	3%	11%
CC1(C)Cc2c(sc(NC(=O)c3ccco3)c2C#N)CO1	19%	-4%	-4.8%	8%	1	nt	nt	0%	3%	0.1%
O=C(COC(=O)c1ccccc1SCC(=O)NC1CCCCC1)NC1CCCCC1	2%	4%	-7.8%	-2%	1.1	15	785	-5%	-5%	0.7%
Cc1ccc(C(C)C)c(OCC(O)CN2CC(C)OC(C)C2)c1 (stereo not given)	-8%	0%	-1.3%	2%	1.1	nt	nt	0%	-1%	1.3%
CCOC(=O)c1ccc(NC(=O)N2CCN(c3cccc(OC)c3)CC2)cc1	0%	5%	-6.4%	6%	1.1	-2	710	13%	5%	-2.2%
Cc1cccc(-n2cnc(C(=O)N/N=C\c3ccc(Br)cc3)c2)n1	8%	10%	-3.0%	11%	1.5	-2	762	2%	15%	0.1%
Cn1c(=NC(=O)C(C)(C)C)sc2cccc(F)c21	-11%	11%	nt	nt	nt	-21	682	nt	5%	0.3%
CCCCn1c(=O)n(C)c(=O)c2c(C(F)(F)F)cc(-c3ccncc3)nc21	2%	-2%	-5.7%	5%	1	10	784	1%	11%	3.1%
NS(=O)(=O)c1cnccc1Nc1ccc(Cl)c(Cl)c1	-4%	0%	-3.6%	5%	0.9	3	724	18%	3%	0.9%
Cc1nnc(SCC(=O)NC(C)(C)C)n1NCc1ccc(Cl)cc1	nt	6%	-7.8%	4%	1.1	0	695	7%	nt	0.4%
CCOC(=O)NC1=NCC(C)S1 (stereo not given)	4%	6%	nt	nt	nt	6	719	nt	5%	-0.1%
CCOc1ncccc1C(=O)OCC(=O)c1ccc(C)c(C)c1	6%	-2%	-3.9%	3%	1	-10	666	1%	2%	0.1%
COC(=O)c1cc(C(=O)Nc2ccc(Cl)cn2)cc([N+](=O)[O-])c1	2%	1%	2.9%	-12%	1.1	-8	731	-8%	8%	0.0%
COc1ncccc1-c1nnn(-c2ccc(Cl)nc2)n1	0%	1%	-3.6%	8%	1.1	-4	736	12%	-3%	1.9%
CC(C)NC(=O)CN1CCC(O)(c2ccccc2)CC1	2%	-3%	-4.6%	-8%	1.1	nt	nt	-11%	2%	-0.1%
c1ccc(Cn2cc(CN3CCCO3)c(-c3ccc4c(c3)OCO4)n2)cc1	-2%	3%	-11%	14%	1.1	-2	638	10%	1%	-0.3%
C/C(=N\NC(=O)C1=NNC(=O)C1C)c1cccs1 (stereo not given)	24%	1%	-5.5%	-8%	1.1	-20	711	9%	3%	nt
O=C1/C(=C/c2ccc([N+](=O)[O-])cc2)CCc2ccccc21	1%	5%	nt	nt	nt	-1	415	nt	4%	nt
CCN(CC)c1ccc(NC(=O)c2cnc3ccccn3c2=O)c(C)c1	-6%	4%	19%	22%	1	13	822	21%	3%	7.2%
Cc1cc(C)n(CCN(C)c2nc3nonc3nc2NC2CC2)n1	16%	7%	-0.3%	14%	1	-8	727	15%	5%	0.0%
SMILES	M17LAP inhibition	SIAH1 antagonists	XIAP antagonists	PMI inhibitors	TNAP activation fold	Lipid droplet	Lipid droplet cells 6.5 µM	PMI inhibition	P. falciparum M1AAP	UTI89 phage lysis
Cc1ccc(NC(=O)Nc2ccccc2C(N)=O)cc1	-2%	5%	nt	nt	nt	3	751	nt	3%	0.4%
COCCN(CCOC)S(=O)(=O)c1ccc(C(=O)Nc2nc(-c3ccncc3)cs2)cc1	3%	1%	-1.8%	-3%	1.1	nt	nt	-4%	5%	4.0%
N#Cc1nc(-c2ccc(OCc3ccccc3)cc2)oc1NCCCn1ccnc1	-1%	-8%	-5.0%	2%	1.3	-9	744	2%	3%	1.9%
CCOc1cccc(OCCOCCN2CCCC2)c1	2%	12%	2.0%	14%	1.2	-12	722	5%	1%	-0.5%
CCOC(=O)c1c(NC(=O)c2ccoc2C)sc(C)c1C	1%	3%	-1.2%	10%	1.1	7	731	11%	6%	2.5%
COc1cc(OC)nc(NC(=S)NC(=O)c2ccccc2)n1	-3%	3%	3.0%	6%	1	0	677	-1%	6%	1.2%
Clc1ccc(CSc2nc3ccncc3[nH]2)cc1	-16%	-1%	-6.4%	-7%	1	nt	nt	-4%	-3%	-1.2%
NCCCC[C@H]1CNC(=S)N1CCCCC1CCCCC1	1%	-3%	-4.5%	-3%	0.9	1	717	-8%	2%	?
CC(Oc1ccc(Cl)cc1)C(=O)N/N=C/c1ccsc1 (stereo not given)	8%	-1%	-6.0%	2%	1.1	7	751	11%	-2%	-0.2%[50 µM]
O=C(O)c1ccc(-c2ccc(/C=C3\NC(=O)N(Cc4ccc(Cl)cc4)C3=O)o2)cc1Cl	29%	17%	-6.8%	-37%	1	6	756	-38%	41µM*	-3.0%
Cc1cccc(-n2cc(CNCCN3CCOC3=O)c(-c3cccc(F)c3)n2)c1	0%	1%	-5.7%	-28%	1.1	-2	696	-24%	5%	0.2%
Cc1ccc(C)c(CN2C(=O)C3(OCCCO3)c3ccccc32)c1	6%	5%	-6.3%	1%	1.1	nt	nt	4%	8%	5.8%
COc1cccc(-c2nc(N3CCN(c4ccccc4)CC3)c3ccccc3n2)c1O	3%	-2%	-6.7%	15%	1	nt	nt	15%	1%	2.3%
CC(=O)NC1C(OCc2cccc(Br)c2)OC(COC(C)=O)C(OC(C)=O)C1OC(C)=O (stereo not given)	0%	-3%	-3.3%	5%	1	28	704	9%	3%	-0.5%
CC(C)CCOc1ccc(C2=NNC(=O)CC2)cc1	-2%	4%	-7.5%	5%	0.9	-5	585	0%	4%	0.0%
CCOC(=O)NC(=O)CSc1ccccn1	0%	6%	-0.6%	2%	1.1	1	764	-4%	3%	3.8%
CCCCN(C(=O)c1ccc(S(=O)(=O)N(C)C)cc1)c1nc2ccccc2s1	-2%	8%	-10%	12%	1.1	8	726	3%	-10%	0.2%
O=C(NNc1ccccc1[N+](=O)[O-])Nc1ccccc1	13%	-2%	-6.5%	4%	1	4	755	-8%	4%	3.0%
O=C(/C=C/c1ccco1)OCc1nnc(-c2ccc(Cl)cc2)o1	15%	25%	-6.6%	-17%	1.1	5	714	-13%	-2%	-1.6%
Nc1ncnc2c1ncn2C1OC(CO)C(O)C1N (stereo not given)	-1%	6%	nt	nt	nt	10	717	nt	-2%	2.7%
CC1CCN(CC(=O)Nc2ccc(Cl)cc2[N+](=O)[O-])CC1	11%	5%	-10%	2%	1.1	-4	766	1%	2%	0.4%
COCCN(C(=O)c1cc(OC)c(OC)c(OC)c1)c1c(N)n(Cc2ccccc2)c(=O)[nH]c1=O	-3%	-2%	-4.6%	-12%	1	-2	659	-1%	-1%	-0.5%
COc1cccc(NC(=O)c2ocnc2C)c1	7%	-7%	-4.7%	-7%	1.1	nt	nt	-7%	4%	-0.9%
Cc1ccc2nsnc2c1S(=O)(=O)N1CCN(C(=O)C2CCCO2)CC1 (stereo not given)	7%	2%	-1.1%	6%	1.1	-2	816	0%	5%	0.1%
CC(C)C(=O)NCCc1nc2ccccc2n1CCc1ccccc1	-1%	3%	-1.2%	-7%	1.1	-29	649	-2%	2%	0.8%
O=C(CCNc1ccc(Cl)c(C(F)(F)F)c1)c1ccco1	-10%	-1%	-3.4%	16%	1	-6	797	16%	0%	0.1%
CC1CC2=C(NC(=S)NC2c2cccc(F)c2)/C(=C/c2cccc(F)c2)C1 (stereo not given)	-2%	-2%	-5.6%	-38%	1	-44	679	-53%	14%	-0.7%
O=C(O)c1cc(Br)ccn1	2%	24%	-0.1%	-10%	1	-12	745	3%	-1%	-0.1%

Entries of single compounds as entered above.
Listed for Cc1ccc(NC(=O)Nc2ccccc2C(N)=O)cc1 : M17LAP inhibition = -2%; SIAH1 antagonists = 5%; XIAP antagonists = nt; PMI inhibitors = nt; TNAP activation fold = nt; Lipid droplet = 3; Lipid droplet cells 6.5 µM = 751; PMI inhibition = nt; P. falciparum M1AAP = 3%; UTI89 phage lysis = 0.4%
Listed for COCCN(CCOC)S(=O)(=O)c1ccc(C(=O)Nc2nc(-c3ccncc3)cs2)cc1 : M17LAP inhibition = 3%; SIAH1 antagonists = 1%; XIAP antagonists = -1.8%; PMI inhibitors = -3%; TNAP activation fold = 1.1; Lipid droplet = nt; Lipid droplet cells 6.5 µM = nt; PMI inhibition = -4%; P. falciparum M1AAP = 5%; UTI89 phage lysis = 4.0%

Compounds were not picked by outcome; overall some 1.9% were active at least once.
